BCR signal inh – blocks chronic active B-cell receptor signaling; ABC-DLBCL IkBa-CBG/CBR reporter, luminescence ratio, 4 h; Potency, µM (top dose mostly 46.1 µM), for inactives: at the highest dose ratio change, negative = lower green/red ratio, actives largely listed as inhibitors; 340,000 compounds, 0.05% hits; AID 493014; active means well fitted inhibition curve with a large enough effect in the signal ratio, with a control signal flat, not every such curve was filed as active; inconclusive means small, poorly fitted or top-dose-only effect, or effect the other way, or a change in a side signal; the % refers to the signal ratio;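 further: potency means the concentration at half of the fitted maximal effect; plate controls were basal doxycycline-induced cells for no effect and cells given 10 µM MG132 for full effect; MG132 reads +100%, hits lower the ratio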
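TMD8 human ABC-DLBCL cells with doxycycline-inducible IκBα–green luciferase fusion and unfused red luciferase, in 0.5% FBS medium; compounds up to 46 uM, 4 h at 37C. Green/red luminescence ratio, filter-overlap corrected, fitted to concentration-response curves.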
GALK inh – galactokinase (human) inhibition | Potency, µM (titrated, usually from 57.5 µM), without a hit: at the top dose activity change, negative = inhibition, most hits filed as inhibitors | Purified GALK, Kinase-Glo residual ATP luminescence | 270,000 compounds, 0.007% hits | AID 1868; further: potency means the concentration at half of the fitted maximal effect; on the % scale 0 is the no-effect control and ±100 the full control effect
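ATP-depletion format; final 35 uM ATP, 100 uM D-galactose, 5 nM enzyme; pH 8.0 HEPES/Mg2+ buffer; 60 min RT; luminescence read 10 min after detection reagent.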
ASM inhibitor – human S-ASM enzyme inhibition. P17405. 340,000 compounds, 0.006% hits. placental ASM, HMU-PC fluorogenic substrate, 60 min. Potency, µM (highest dose often 57.5 µM), without a hit: top-dose activity change, negative = inhibition, usual class: inhibitors. AID 504937; further: potency means the concentration at half of the fitted maximal effect
Target sequence (P17405 47-631 limits assumed): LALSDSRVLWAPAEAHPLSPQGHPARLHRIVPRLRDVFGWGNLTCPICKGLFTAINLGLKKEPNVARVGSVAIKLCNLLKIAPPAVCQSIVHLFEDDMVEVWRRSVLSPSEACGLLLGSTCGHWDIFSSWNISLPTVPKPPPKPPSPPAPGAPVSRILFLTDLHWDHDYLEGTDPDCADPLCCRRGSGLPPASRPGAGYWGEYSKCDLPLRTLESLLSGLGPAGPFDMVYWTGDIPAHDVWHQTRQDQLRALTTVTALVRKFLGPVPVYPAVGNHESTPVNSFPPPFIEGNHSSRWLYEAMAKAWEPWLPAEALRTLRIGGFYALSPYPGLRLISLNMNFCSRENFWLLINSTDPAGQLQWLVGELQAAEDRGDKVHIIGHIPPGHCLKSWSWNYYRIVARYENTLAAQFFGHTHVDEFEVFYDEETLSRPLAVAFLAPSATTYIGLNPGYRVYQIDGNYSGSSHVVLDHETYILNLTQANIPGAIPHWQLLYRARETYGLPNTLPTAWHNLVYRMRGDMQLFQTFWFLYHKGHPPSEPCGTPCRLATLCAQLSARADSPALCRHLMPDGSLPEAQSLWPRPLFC
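Fluorogenic HMU-PC substrate (9 uM final) is turned over by placental ASM in 60 min at 37 C after a 10 min compound preincubation. Reaction ended by alkaline stop (pH 10), with fluorescence read at 386/447 nm.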
USP2a inh – blocks human ubiquitin-specific protease USP2a | O75604 | USP2 core, Ub-CHOP2 coupled fluorogenic reporter, 485/531 | Potency, µM (doses to about 38.3 µM), for inactives: at the highest dose activity change, negative = inhibition, usual class: inhibitors | 330,000 compounds, 0.01% hits | AID 463254;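 further: potency means the concentration at half of the fitted maximal effect; plate controls were DMSO wells for no effect and full inhibition by NEM control for full effect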
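Deubiquitinase activity read as fluorescence (485/531 nm) after Ub-CHOP2 cleavage activates the enterokinase reporter on its substrate; USP2 core 10nM, Ub-CHOP2 and substrate 25nM each, 30min compound preincubation then 60min RT; data normalized to NEM, curves fitted.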
Menin-MLL TR inh – inhibitors of human menin-MLL interaction, mutant MLL peptide. O00255. Menin + Texas Red MLL mutant peptide, fluorescence polarization. Potency, µM (series often up to 61.6 µM), for the others: at the top dose FP activity change, negative = inhibition, hits mostly inhibitors. 270,000 compounds, 0.23% hits; active means well fitted inhibition curve with a large enough effect in the polarisation, with a control signal flat, not every such curve was filed as active; inconclusive means small, poorly fitted or top-dose-only effect, or effect the other way, or a change in a side signal; inactive means no such curve, though single readings can be large or run the other way; the % refers to the polarisation; further: potency means the concentration at half of the fitted maximal effect; % of control where 0% means no effect; many of its hits are not listed in these tables
Eya2 phos inh – Eya2 (human) phosphatase inhibition; 330,000 compounds, 0.006% hits; Potency, µM (series often up to 76.9 µM), without a hit: at the top dose activity, negative = inhibition, most hits filed as inhibitors; recombinant Eya2, OMFP fluorescence dephosphorylation (OMFP is methylfluorescein phosphate); further: potency means the concentration at half of the fitted maximal effect; on the % scale 0 is the no-effect control and ±100 the full control effect
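Eya2 (0.2 uM) preincubated 10 min at ambient with compound, then OMFP substrate added at 50 uM; 10 min reaction in 50 mM HEPES pH 7.5, 50 mM NaCl, 5 uM MgCl2, 0.05% BSA, 1 mM DTT. Fluorescence read at Ex 485/Em 525 nm.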
KCNH2 WT inh – blocks the wildtype human KCNH2 potassium channel; AID 720551; 340,000 compounds, 0.37% hits; activity change, % at 1.84 µM; Q12809; U2OS, BacMam KCNH2, thallium flux FluxOr; stronger effect = lower value;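 active means maximum activity change below -70%; inconclusive means maximum activity change between -70% and -50%; inactive means maximum activity change above -50%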; further: on the % scale 0 is the no-effect control and ±100 the full control effect
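U2OS cells transduced with wild-type KCNH2 virus are loaded with FluxOr dye for 45 min, and thallium flux is measured in kinetic reads before and after stimulation buffer. Rate constants are normalized to DMSO controls.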
PKM2 act – increases activity of human pyruvate kinase M2; P14618; purified PKM2, Kinase-Glo ATP luminescence, activation; response scale: 0% is enzyme alone, no compound; Potency, µM (highest dose often 57.5 µM), for inactives: at the top dose activation, actives largely listed as activators; 260,000 compounds, 0.34% hits; AID 1631; further: potency means the concentration at half of the fitted maximal effect; on the % scale 0 is the no-effect control and ±100 the full control effect; nearly all actives have a fitted effect of over 55% in size
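hPK-M2, >95% pure; 0.1 mM ADP / 0.5 mM PEP final; imidazole pH7.2 buffer w/ 7 mM MgCl2, 50 mM KCl; 1 h RT; Kinase-Glo lum. Intermediate enzyme activity for dual inhibitor/activator qHTS.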
Mito fusion yeast – mitochondrial division inhibition or fusion activation; S. cerevisiae fusion-defective mutant growth rescue, CellTiterGlo 48 h; Potency, µM (titrated, usually from 46.1 µM), inactives show at the top dose growth rescue (activation), hits mostly activators; 320,000 compounds, 0.23% hits; AID 485298;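 further: potency means the concentration at half of the fitted maximal effect; % of control where 0% means no effect; nearly all actives have a fitted effect of over 45% in size; temperature-sensitive fusion mutants such as fzo1-1 at 37 °C on non-fermentable ethanol glycerol medium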
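Luminescent cell viability in 1536-well qHTS format served as the measure of rescued growth in ts fusion-mutant S. cerevisiae cultured on non-fermentable YPEG for 48 hours at 37C.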
TSHR antag – blocks TSH signaling through the human TSH receptor | P16473 | 330,000 compounds, 0.2% hits | AID 504810 | TSHR-expressing cells, TSH-stimulated cAMP HTRF, 2 h; stronger effect = lower value | activity change, negative = inhibition, % at 11.5 µM;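 active means activity change below a set negative limit, meaning inhibition stronger than a set level, cut at about -70% in these data; inconclusive means activity change between two set negative limits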; further: on the % scale 0 is the no-effect control and ±100 the full control effect
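TSHR-expressing cells were treated with compounds, then stimulated with TSH at EC80 (4nM final) for 2 hours at 37 deg C. Cellular cAMP was measured by HTRF competition between lysate cAMP and cAMP-d2 for a cryptate-labelled anti-cAMP antibody.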
MBNL1 CUG block – inhibitors of human MBNL1 binding to CUG repeat RNA. TR-FRET MBNL1-His/biotin-(CUG)12 binding, 665/545 ratio. Potency, µM (titrated, usually from 57.5 µM), for inactives: top-dose activity change, negative = inhibition, hits mostly inhibitors. 280,000 compounds, 0.036% hits. AID 2675; active means well fitted inhibition curve with a large enough effect in the signal ratio, with a control signal flat, not every such curve was filed as active; inconclusive means small, poorly fitted or top-dose-only effect, or effect the other way, or a change in a side signal; inactive means no such curve, though single readings can be large or run the other way; the % refers to the signal ratio; further: potency means the concentration at half of the fitted maximal effect; on the % scale 0 is the no-effect control and ±100 the full control effect
Target sequence (Q9NR56 whole entry, looked up): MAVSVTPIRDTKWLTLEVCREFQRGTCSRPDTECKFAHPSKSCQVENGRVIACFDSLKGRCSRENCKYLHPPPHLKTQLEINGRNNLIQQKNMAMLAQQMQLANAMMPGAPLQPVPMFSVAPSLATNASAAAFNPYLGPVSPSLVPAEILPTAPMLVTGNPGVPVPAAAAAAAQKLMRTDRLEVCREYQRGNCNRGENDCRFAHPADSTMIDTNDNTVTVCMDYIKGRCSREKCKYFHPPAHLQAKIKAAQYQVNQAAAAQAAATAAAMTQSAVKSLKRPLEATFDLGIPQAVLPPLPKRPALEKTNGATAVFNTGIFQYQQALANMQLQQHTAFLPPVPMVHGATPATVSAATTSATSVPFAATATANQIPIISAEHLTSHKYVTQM
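MBNL1-His + Biotin-(CUG)12, cpd titration 92 nM–58 uM; Tb anti-His Ab 0.055 ng/ul, SA-XL665 5 nM (final); 60 min RT; ratiometric 665/545 nm, Ex 340 nm; normalized to buffer and full-complex controls.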
* = called active by the depositor; i = inactive; ? = inconclusive; . = no result given; [ ] = dose if it differs, or a comment. Unless noted, the call rests on the fitted dose curve; in most records, active means well fitted curve in the direction sought with a large enough effect; inconclusive means small, poorly fitted or top-dose-only effect, or another doubt; inactive means no such curve, though single readings can be large; an effect the other way counts as inactive or inconclusive. An excerpt; count on the stated rates, not on these rows.

SMILES	BCR signal inh	GALK inh	ASM inhibitor	USP2a inh	Menin-MLL TR inh	Eya2 phos inh	KCNH2 WT inh	PKM2 act	Mito fusion yeast	TSHR antag	MBNL1 CUG block
Cc1ccc(C2C(C=Nc3c(C)n(C)n(-c4ccccc4)c3=O)=C(c3ccccc3)Oc3ccccc32)cc1 (configuration not stated)	9%	5%	-7%	-1%	14%	-1%	-2	3%	6%	17	-1%
C/C(CC(=O)NCc1ccco1)=N\NC(=O)COc1ccc(Cl)cc1Cl	?	5%	-1%	1%	-6%	-16%	-2	0%	1%	7	-12%
Cc1nc(Nc2ccc(C(=O)O)cc2)sc1-c1ccccc1	.	-13%	8%	1%	?	2%	i	2%	15%	-3	-6%
N#Cc1ccccc1NC(=O)COC(=O)c1c[nH]c2ccccc12	-22%	.	2%	0%	.	14%	3	.	5%	-8	.
CC1(C)CC(N2CN(C3CCCCC3)CC2=O)CC(C)(C)N1	3%	0%	1%	0%	5%	-4%	3	4%	-3%	-11	-4%
COc1ccc(N2CC(C(=O)OCC(=O)Nc3cccc(C)c3C)CC2=O)cc1 (configuration not stated)	?	9%	-3%	-3%	20%	-7%	5	.	3%	1	-3%
COc1ccc(N(CC(=O)NC2CCCC2)C(=O)Cn2nnc(-c3ccc(C)o3)n2)c(OC)c1	0%	-4%	0%	0%	-3%	0%	-29	-4%	-1%	-10	-5%
CCCCN(C(=O)C(C)N1C(=O)c2ccccc2C1=O)c1c(N)n(CC(C)C)c(=O)[nH]c1=O (configuration not stated)	4%	.	14%	2%	.	27%	-20	.	6%	19	.
COc1cccc(-c2nn[nH]n2)c1O	2%	.	-1%	-4%	-8%	12%	-14	-34%	17%	3	-16%[11.5 µM]
CSCc1c(C(=O)OCC(=O)c2ccc[nH]2)oc2ccccc12	?	.	-3%	2%	.	-16%	9	.	10%	1	.
Cc1ccc(Nc2c(N)c(=O)oc3ccccc23)cc1	?	0%	-2%	0%	-1%	2%	0	0%	-6%	-7	?
CCOC(=O)C1CN(S(=O)(=O)c2ccc(OC)cc2)c2ccccc2O1 (configuration not stated)	-1%	3%	-2%	3%	11%	-13%	18	.	10%	4	-7%
COc1cc(CC(=O)Oc2ccc3c(c2)OCO3)cc(OC)c1OC	-12%	-5%	1%	-1%	10%	-18%	-2	4%	0%	2	-9%
COc1ccc(Oc2nc3ccccc3nc2C(F)(F)F)cc1	0%	.	-4%	-1%	4%	-1%	19	1%	0%	-12	-5%
O=C(Nc1cc2c(cc1Br)OCCCO2)c1cccnc1	-1%	-4%	0%	2%	-2%	-18%	2	-5%	-2%	7	-1%
O=C(Nc1cccc(S(=O)(=O)N2CCOCC2)c1)c1cc([N+](=O)[O-])ccc1N1CCOCC1	-12%	.	-1%	0%	.	3%	-2	.	14%	8	.
O=C(COC(=O)C1CCN(S(=O)(=O)c2ccc3c(c2)OCCO3)CC1)Nc1ccccc1OC(F)F	-9%	1%	4%	1%	21%	7%	30	11%	-4%	-2	-8%
O=C(Cc1ccc(S(=O)(=O)N2CCOCC2)s1)NCCOc1ccccc1	6%	.	-4%	-2%	.	-19%	-10	.	3%	1	.
COc1cc(/C=N/O)ccc1OCc1ccccc1Cl	?	3%	-4%	-1%	1%	-18%	-28	-26%	19%	-3	1%
Cc1ccc(CN(C)C(=O)c2ccccc2NC(=O)c2ccccc2)o1	-16%	.	0%	1%	.	20%	2	.	1%	0	.
CCC(=O)N1CCN(c2ccc(NC(=O)COc3cccc(C)c3C)cc2)CC1	2%	-2%	-2%	0%	-3%	4%	-1	3%	-8%	12	1%
Cc1nn(C2CCS(=O)(=O)C2)c2nc(C3CC3)cc(C(=O)Nc3cccc(C#N)c3)c12 (configuration not stated)	-1%	.	-2%	-1%	.	-10%	1	.	11%	0	.
C[C@@H](C(=O)Nc1ccc(OC(F)F)c(Cl)c1)N1C(=O)C2CC=CCC2C1=O (some centres not stated)	-7%	.	-1%	0%	.	1%	-7	.	.	-5	.
Cc1ccc(C(=O)NC(=S)Nc2ccc3[nH]c(=O)[nH]c3c2)cc1C	7%	1%	2%	1%	?	-8%	3	-6%	-4%	4	-15%
CC(=O)Nc1cccc(NC(=O)CN2c3cccc4cccc(c34)S2(=O)=O)c1	?	.	25%	0%	.	-13%	-8	.	-7%	3	.
N#CCCN(C(=O)COC(=O)CNS(=O)(=O)c1ccc2ccccc2c1)c1ccccc1	?	.	2%	0%	.	-13%	-2	.	-4%	7	.
Cc1nc2nc(C)c(NS(=O)(=O)c3ccc(C(C)(C)C)cc3)c(=O)n2[nH]1	-1%	-1%	14%	1%	1%	-18%	-3	-9%	2%	8	-7%
CCOc1cc(/C=N/NC(=O)C2CCCC2)ccc1OC(C)C	11%	-1%	3%	2%	.	3%	-3	4%	-1%	18	-2%
CCn1c(SCC(=O)Nc2nonc2C)nnc1-c1ccoc1C	1%	0%	-2%	0%	-17%	13%	-6	-3%	0%	-3	3%
CCS(=O)(=O)Nc1cccc(C2=NN(S(=O)(=O)CC)C(c3ccccc3)C2)c1 (configuration not stated)	-15%	6%	4%	2%	-12%	6%	-8	9%	3%	-7	10%
CC(=Nc1ccccc1)c1sc2ccccc2c1O	?	3%	-11%	3%	-4%	-18%	-5	-8%	14%	-12	26%
COc1ccccc1CCC(=O)N(Cc1ccccc1)c1c(N)n(Cc2ccccc2)c(=O)[nH]c1=O	3%	2%	7%	-1%	.	6%	-5	-17%	-4%	-5	2%
CCN(CC)C(=O)CNC(=O)c1nn(-c2ccc(OC)c(Cl)c2)c(=O)c2ccccc12	-16%	2%	7%	-9%	?	?	-12	.	2%	-14	?
CCN(CC)S(=O)(=O)c1ccc2oc(SCC(=O)NC3CC3)nc2c1	-4%	6%	.	0%	.	9%	4	-18%	2%	-4	-2%
CC(C)C(NC(=O)c1ccccc1NC(=O)c1ccco1)C(=O)NNC(=O)c1ccncc1 (configuration not stated)	1%	7%	2%	2%	.	5%	-5	-1%	1%	0	-3%
Nc1nc(N)c(C=Nc2ccc(Br)cc2)c(Nc2ccc(Br)cc2)n1	?	4%	-22%	-9%	?	-11%	14	-1%	-119%[inhibitor]	9	0%
CCCn1c(NC(=O)CCS(=O)(=O)c2ccc(C)cc2)nc2ccccc21	-8%	.	69%[activator]	0%	.	-15%	3	.	9%	6	.
O=C(O)c1ccccc1C(=O)Nc1nc(-c2ccccc2)cs1	?	-7%	7%	1%	13%	11%	0	3%[11.5 µM]	2%	-2	-2%
CCOc1ccccc1OCCCC(=O)OCC(=O)Nc1cccc(Cl)c1	3%	0%	-1%	-1%	19%	5%	i	2%	-9%	2	.

Profiles, quoted from the list.
Cc1ccc(CN(C)C(=O)c2ccccc2NC(=O)c2ccccc2)o1 as listed: BCR signal inh: -16%; GALK inh: .; ASM inhibitor: 0%; USP2a inh: 1%; Menin-MLL TR inh: .; Eya2 phos inh: 20%; KCNH2 WT inh: 2; PKM2 act: .; Mito fusion yeast: 1%; TSHR antag: 0; MBNL1 CUG block: .
COc1ccc(N(CC(=O)NC2CCCC2)C(=O)Cn2nnc(-c3ccc(C)o3)n2)c(OC)c1 as listed: BCR signal inh: 0%; GALK inh: -4%; ASM inhibitor: 0%; USP2a inh: 0%; Menin-MLL TR inh: -3%; Eya2 phos inh: 0%; KCNH2 WT inh: -29; PKM2 act: -4%; Mito fusion yeast: -1%; TSHR antag: -10; MBNL1 CUG block: -5%
